Bioassay records as filed in PubChem BioAssay.
Pol eta inh: qHTS for Inhibitors of Polymerase Eta; hit rate 1.2% among 390,000; Potency, µM (doses to about 114 µM), inactives show at the top dose activity change, negative = inhibition, most hits filed as inhibitors; recombinant Pol eta, fluorescent DNA replication assay; DNA polymerase eta (Homo sapiens), Q9Y253; also: potency is read from the fitted curve at half-maximal effect; % is scaled to controls: 0 for no effect and ±100 for the full control effect
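Pol eta (10 nM) was preincubated with compounds for 15 min at room temperature, after which fluorescent replication substrate (50 nM final) was added to start the reaction. Fluorescence was read kinetically at 0 and 10 min.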
PGK inhibitor: qHTS Assay to Find Inhibitors of Phosphoglycerate Kinase; Phosphoglycerate kinase, glycosomal (Trypanosoma brucei brucei), P07378; PGK/GAPDH coupled, Kinase-Glo luminescence, 60 min; Potency, µM (doses to about 57.5 µM), for inactives: top-dose activity change, negative = inhibition, actives largely listed as inhibitors; hit rate 0.043% among 380,000; also: potency is read from the fitted curve at half-maximal effect; % is scaled to controls: 0 for no effect and ±100 for the full control effect; nearly all actives have a fitted effect of over 60% in size
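Luminescent ATP detection (Kinase-Glo Plus) follows a 60-minute room-temperature incubation, with wells lacking PGK as controls. Buffer: 100 mM TEA (pH 7.6), 5 mM MgCl2, 0.01% Tween-20. Coupling enzyme GAPDH (100 nM final) supplies unstable 1,3-BPG in-well.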
RXFP1 antagonist: qHTS Assay for Antagonists of the Relaxin Receptor RXFP1. Relaxin receptor 1 (Homo sapiens), Q9HBX9. HEK293-RXFP1, relaxin-stimulated cAMP HTRF, 30 min; hits give low values. activity change, negative = inhibition, % at 57.5 µM. hit rate 0.59% among 350,000;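 active = activity change of -60% or lower, but not beyond a set lower limit; inconclusive = change between -60% and -40%, or beyond the set limit; inactive = change above -40%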; also: % is scaled to controls: 0 for no effect and ±100 for the full control effect
Target sequence (Q9HBX9 whole entry, looked up): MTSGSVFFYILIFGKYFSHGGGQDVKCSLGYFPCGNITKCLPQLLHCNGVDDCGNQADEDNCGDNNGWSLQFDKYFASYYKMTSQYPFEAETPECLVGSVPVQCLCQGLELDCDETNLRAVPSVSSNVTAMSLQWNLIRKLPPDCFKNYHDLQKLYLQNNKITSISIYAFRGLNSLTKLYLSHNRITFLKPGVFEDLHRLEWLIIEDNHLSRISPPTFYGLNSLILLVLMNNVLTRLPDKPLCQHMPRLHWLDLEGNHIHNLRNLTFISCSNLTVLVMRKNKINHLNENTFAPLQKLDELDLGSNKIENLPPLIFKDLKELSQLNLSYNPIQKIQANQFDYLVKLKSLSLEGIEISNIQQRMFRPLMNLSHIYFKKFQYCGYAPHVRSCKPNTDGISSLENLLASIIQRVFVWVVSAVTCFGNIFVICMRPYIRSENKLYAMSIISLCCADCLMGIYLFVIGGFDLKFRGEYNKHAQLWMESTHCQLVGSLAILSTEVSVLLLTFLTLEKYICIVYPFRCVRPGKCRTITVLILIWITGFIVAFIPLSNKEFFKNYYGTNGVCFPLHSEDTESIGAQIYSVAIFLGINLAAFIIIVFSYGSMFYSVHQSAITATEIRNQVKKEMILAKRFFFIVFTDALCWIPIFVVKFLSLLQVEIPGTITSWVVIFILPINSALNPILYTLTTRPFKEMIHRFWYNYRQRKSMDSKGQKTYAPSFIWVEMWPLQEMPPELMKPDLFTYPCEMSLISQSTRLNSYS
POLB inh: qHTS Assay for Inhibitors of DNA Polymerase Beta; P06746; hit rate 1.3% among 340,000; Potency, µM (titrated, usually from 114 µM), inactives show top-dose activity change, negative = inhibition, usual class: inhibitors; Pol beta primer extension/strand displacement, fluorescence kinetic; also: potency is read from the fitted curve at half-maximal effect; % is scaled to controls: 0 for no effect and ±100 for the full control effect
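Curves were derived by four-parameter Hill fits of normalized qHTS data. The kinetic fluorescent primer-extension read was taken at 0 and 10 min after 50 nM substrate, following a 15 min room-temperature preincubation of 10 nM enzyme with compounds.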
BLM inh: qHTS Assay for Inhibitors of Bloom's syndrome helicase (BLM); Potency, µM (titrated, usually from 56.1 µM), for inactives: top-dose activity change, negative = inhibition, hits mostly inhibitors; hit rate 0.2% among 350,000; recombinant BLM DNA unwinding, fluorescence dequenching; RecQ-like DNA helicase BLM (Homo sapiens), P54132;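 also: potency is read from the fitted curve at half-maximal effect; plate controls were vehicle for no effect and no enzyme for full effect; nearly all actives have a fitted effect of over 35% in size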
POLI inh: qHTS for Inhibitors of Polymerase Iota; DNA polymerase iota (Homo sapiens), Q9UNA4; Pol iota fluorescent replication assay, 10 min; Potency, µM (doses to about 115 µM), without a hit: top-dose activity, negative = inhibition, actives largely listed as inhibitors; hit rate 1% among 390,000; AID 588590, 2011; also: potency is read from the fitted curve at half-maximal effect
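Pol iota at 10 nM preincubated 15 min with compounds at room temperature; reaction started with fluorescent substrate, 50 nM final. Fluorescence read kinetically at 0 and 10 min; buffer-only wells as negative control.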
APEX1 inh: qHTS Assay for Inhibitors of the Human Apurinic/apyrimidinic Endonuclease 1 (APE1); Potency, µM (series often up to 65.8 µM), inactives show top-dose activity change, negative = inhibition, actives largely listed as inhibitors; hit rate 0.35% among 350,000; recombinant APE1, TAMRA/BHQ-2 abasic DNA cleavage fluorescence; AID 2517, 2012; DNA repair nuclease/redox regulator APEX1 (Homo sapiens), P27695;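 also: potency is read from the fitted curve at half-maximal effect; plate controls were vehicle for no effect and reference inhibitor for full effect; nearly all actives have a fitted effect of over 55% in size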
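Readout is kinetic fluorescence (ex 525, em 598 nm) from cleavage of 50 nM TAMRA/BHQ-2 THF abasic duplex by 0.75 nM APE1, compound added 15 min beforehand at RT.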
Apoferritin bind: qHTS Assay for Identification of Novel General Anesthetics; AID 485281, 2010; hit rate 0.074% among 350,000; Ferritin light chain (Equus caballus), P02791; apoferritin/1-aminoanthracene competitive binding, fluorescence; Potency, µM (doses to about 77.5 µM), inactives show at the highest dose activity change, negative = displacement, actives largely listed as inhibitors; also: potency is read from the fitted curve at half-maximal effect; % is scaled to controls: 0 for no effect and ±100 for the full control effect; nearly all actives have a fitted effect of over 20% in size
Target sequence (P02791 2-175 limits assumed): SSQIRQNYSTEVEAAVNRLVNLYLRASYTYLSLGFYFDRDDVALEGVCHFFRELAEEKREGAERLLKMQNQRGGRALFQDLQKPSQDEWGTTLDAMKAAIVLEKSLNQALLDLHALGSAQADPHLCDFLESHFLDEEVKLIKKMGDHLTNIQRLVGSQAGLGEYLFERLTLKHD
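Steps: apoferritin (10 uM) was premixed with half-saturated 1-AMA in PBS, compounds were pin-transferred, plates stood 10 min at room temperature, fluorescence was read at 380/535 nm, and curves were fitted with a Hill equation.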
Pol kappa inh: qHTS for Inhibitors of Polymerase Kappa | DNA polymerase kappa (Homo sapiens), Q9UBT6 | purified Pol kappa, fluorescent DNA synthesis assay, 10 min | Potency, µM (doses to about 107 µM), without a hit: top-dose activity, negative = inhibition, most hits filed as inhibitors | hit rate 0.53% among 400,000 | AID 588579, 2011; also: potency is read from the fitted curve at half-maximal effect; % is scaled to controls: 0 for no effect and ±100 for the full control effect
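Enzyme at 10 nM met test compounds for 15 min at room temperature. Substrate addition (50 nM final) began the reaction, which was monitored by fluorescence at 0 and 10 min.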
* marks the source's active call; other numbers are inactive results; i = inactive; ? = inconclusive; . = no result given; & = joins results of further samples; [ ] = another dose, or the depositor's remark. Unless noted, calls follow the shape of the dose curve; as a rule, active = well fitted curve in the direction sought with a large enough effect; inconclusive = small, poorly fitted or top-dose-only effect, or another doubt; inactive = no such curve, though single readings can be large; an effect the other way counts as inactive or inconclusive. Only part of the results is shown. The share of hits here may be higher or lower than overall.

SMILES	Pol eta inh	PGK inhibitor	RXFP1 antagonist	POLB inh	BLM inh	POLI inh	APEX1 inh	Apoferritin bind	Pol kappa inh
CCC(C)(C)C1CCC2(CC1)NC(=O)N(CC(=O)N(C)CC(=O)Nc1ccccc1C(F)(F)F)C2=O (stereo not given)	-20%	-2%	-12	4%	-14%	6%	34%	?	2%
COc1ccc(CCNC(=O)C2CCCN(Cc3nc(-c4cccc(Cl)c4)oc3C)C2)cc1OC (stereo not given)	-19%	3%	-18	35%	3%	18%	5%	-18%	5%
Cc1cccc(CNS(=O)(=O)c2csc(C(N)=O)c2)c1	-24%&-14%	-9%&-5%	-14	15%&2%	0%&-2%	16%&36%	72%[activator]	-2%&-4%	-5%&-16%
Cc1ccc(C(Nc2ccccn2)c2ccc3cccnc3c2O)cc1 (stereo not given)	-8%	-3%	2	0%	-11%	37%[activator]	.	-15%	-19%
O=C(N/N=C/C1CCCCC1)c1ccccc1-n1cccc1	-5%	15%	17	.	.	7%	30%	.	2%
NC(=O)c1cc(N)ccc1N1CCCC1	-5%	-6%	-1	46%	-6%	?	-4%	-16%	-2%
Cc1ccccc1CN1C[C@@H]2C[C@@H](c3ccc4nsnc4c3)N3CCC[C@@]23C1=O	-7%	-6%	-1	1%	-1%	?	-5%	-14%	-15%
COc1ccc(CCN2C(=O)N(c3ccc(F)cc3)C(=O)C2CC(=O)Nc2ccccc2)cc1OC (stereo not given)	-17%	-2%	.	12%	-5%	21%	.	-13%	-4%
COC(=O)c1sc2ccccc2c1N	-12%	-2%	.	-2%	-9%	17%	-2%	51%[activator]	-21%
Cc1cc(=O)nc2c3ccccc3n(C(C)C(=O)NCCN3CCOCC3)n12 (stereo not given)	-18%	-6%	-1	18%	3%	27%	10%	-5%	-3%
CCCc1cc(=O)[nH]c(SCC(=O)N2CCN(S(=O)(=O)c3ccc(C)cc3)C2)n1	0%	-4%	.	11%	1%	8%	0%	-4%	-15%
COC(=O)CSc1snnc1-c1ccc(Cl)cc1Cl	-19%	1%	7	38%	-4%	3%	8%	?	-2%
COc1ccccc1NC(=O)c1nn(-c2ccccc2)ccc1=O	-12%	-18%	2	2%	2%	0%	-1%	-4%	-18%
CCCCN1CC(COC)Oc2cccc(F)c2S1(=O)=O (stereo not given)	-11%	5%	.	.	.	-5%	.	.	-8%
Cc1cc(CNC(=O)COc2ccc(F)cc2Cl)cc(C)c1O	4%	-1%	-14	-3%	4%	42%[activator]	-2%	3%	-5%
COc1ccc(S(=O)(=O)N2CC(=O)Nc3ccccc32)cc1F	-7%	-9%	-1	9%	-9%	35%[activator]	21%	-3%	6%
CCCCNC(=O)CN1CCC2(O)CCCCC2C1c1ccccc1OC (stereo not given)	-4%	6%	-1	-20%	2%	-4%	-11%	-20%	-1%
COC(=O)c1ccc(CSc2ncnc3ccccc23)o1	-10%	-10%	.	2%	0%	26%	3%	-23%	14%
N#Cc1ccsc1NC(=O)CCN1C(=O)C2CCCCC2C1=O (stereo not given)	-10%	-6%	4	.	.	25%	0%	.	-11%
Cc1noc(C)c1C(=O)Nc1nc2ccc(F)cc2s1	3%	-28%	4	.	.	17%	40%[activator]	.	-14%
CCCCOc1ccc(Cc2c(COCC)[nH]c(=S)[nH]c2=O)cc1	-10%	-7%	-2	2%	-5%	57%[activator]	18%	?	-3%
CSc1ccc(C2C(C#N)=C(N)N(c3ccccc3)C3=C2C(=O)CCC3)cc1 (stereo not given)	-19%	2%	-3	4%	-15%	16%	-2%	2%	?
Cn1c(=O)[nH]c(=O)c2c1nc(N1CCNCC1)n2Cc1cccc2ccccc12	-12%	2%	0	12%	-1%	34%[activator]	12%	2%	-1%
CCN1CCN(C(=O)Cn2nc(C)n3c(cc4c(OC)cccc43)c2=O)CC1	-12%	-8%	0	48%	-4%	26%	47%	-5%	6%
COC(=O)c1cc(NC(=O)C2(S(=O)(=O)c3ccc(C)cc3)CC2)cc(C(=O)OC)c1	-5%	-4%	1	25%	-2%	-20%	0%	-7%	-9%
CCN(CC)C(=O)C1CCC(CNS(=O)(=O)c2cccc3nsnc23)CC1 (stereo not given)	3%	-1%	16	25%	-2%	21%	21%	-5%	-3%
COc1ccc(CNC(=O)c2cccc(N3CCCS3(=O)=O)c2)cc1OC	-7%	-2%	-12	0%	-4%	11%	.	-5%	-7%
CCOC(=O)c1ccc2nc(NC(NC(C)=O)(C(=O)OC)C(F)(F)F)sc2c1 (stereo not given)	3%	i	6	8%	-2%	22%	0%	-8%	-2%
CCOC(=O)N1CCN(CC(=O)Nc2ccc(C)c(Br)c2)CC1	-11%	-2%	-2	-7%	2%	62%[activator]	-3%	-8%	2%
CCC(C(=O)NC1CCCC1)N(C(=O)Cn1nnc(-c2ccc(C)o2)n1)c1ccc(OC)cc1 (stereo not given)	-5%	9%	-21	70%	-2%	25%	-8%	-5%	-4%
Cc1cccc(NC(=O)CC(C)(C)C)c1	-9%	.	-12	-17%	3%	-3%	-3%	?	0%
O=C(NC1=NCCS1)C1CCN(S(=O)(=O)c2ccccc2C(F)(F)F)CC1	-3%	8%	1	.	.	4%	-15%	.	-19%
CS(=O)(=O)N(CC(=O)Nc1ccccc1Br)Cc1ccccc1	-21%	-5%	4	-24%	-2%	115%[activator]	-5%	-13%	-10%
CCOC(=O)Cc1c(C(=O)OCC)nnc2c(-c3ccccc3)c(C)nn12	-3%	0%	.	17%	-1%	10%	.	?	9%
CC(C)CN(CC(C)C)C(=O)C1CCCN(S(=O)(=O)c2ccc3c(c2)oc(=O)n3C)C1 (stereo not given)	-18%	-5%	.	-1%	-3%	45%[activator]	.	4%	-12%
O=C(NC1CCc2ccccc21)c1cc(COc2ccc(F)cc2F)on1 (stereo not given)	-16%	-4%	-6	6%	-8%	38%[activator]	3%	?	-3%
C=COCCNC(=O)C(=O)NC(C)C	0%	i	3	25%	-1%	46%[activator]	-5%	-4%	2%
O=C1C(c2ccccc2)=[N+]([O-])c2ccccc21	?	-8%	.	.	.	8.9µM*	1%	.	-25%
O=C(Cc1cccc(F)c1)N1CCOCC1	-21%	0%	-4	.	.	9%	.	.	-10%
CCCn1c(N)c(C(=S)NC(=O)C2CC2)c(=O)n(C)c1=O	-15%	i	-1	5%	1%	20%	2%	-12%	-13%
Cn1c(Cn2c(=O)sc3ccccc32)nnc1SCC(=O)Nc1ccccc1	-5%	i	.	37%	3%	-10%	-3%	1%	-24%
CC(C)C1Cc2c(sc3c2c(=O)n(Cc2ccccc2)c2nncn32)CO1 (stereo not given)	-10%	-9%	-4	7%	-13%	10%	3%	7%	-8%
O=C(COc1ccc(C(=S)N2CCOCC2)cc1)N1CCCC1	-16%	-8%	1	1%	-4%	-10%	0%	6%	-6%
COc1ccc(N2CC(C)Cn3c2nc2c3c(=O)[nH]c(=O)n2C)cc1 (stereo not given)	6%	i	3	7%	1%	5%	-2%	-6%	10%
COc1ccc([N+](=O)[O-])cc1NC(=O)C(C)N1CCN(C(=O)c2ccco2)CC1 (stereo not given)	-12%	-10%	-13	4%	-1%	32%[activator]	-7%	-8%	-5%

Whole records, looked up by structure. Values in the order: Pol eta inh | PGK inhibitor | RXFP1 antagonist | POLB inh | BLM inh | POLI inh | APEX1 inh | Apoferritin bind | Pol kappa inh
C=COCCNC(=O)C(=O)NC(C)C reads 0% | i | 3 | 25% | -1% | 46%[activator] | -5% | -4% | 2%
Cc1cccc(NC(=O)CC(C)(C)C)c1 reads -9% | . | -12 | -17% | 3% | -3% | -3% | ? | 0%
CS(=O)(=O)N(CC(=O)Nc1ccccc1Br)Cc1ccccc1 reads -21% | -5% | 4 | -24% | -2% | 115%[activator] | -5% | -13% | -10%

(list continues)
SMILES	Pol eta inh	PGK inhibitor	RXFP1 antagonist	POLB inh	BLM inh	POLI inh	APEX1 inh	Apoferritin bind	Pol kappa inh
CCC(=O)Nc1cccc(Oc2nc(C)cc(C)c2C#N)c1	-17%	-3%	.	40%	-4%	8%	8%	-11%	-2%
CCOc1ccc(-n2c(SCC(=O)Nc3cc(C)on3)nc3c([nH]c4ccccc43)c2=O)cc1	-3%&0%	-1%&0%	.	-15%&-13%	-3%&-2%	54%&-10%[activator]	-4%	-12%&7%	15%
O=C1/C(=C\c2ccncc2)SC(=S)N1C1CCCCC1	-16%	5%	-14	79µM*	-1%	4%	17%	-2%	-8%
CC(C)c1ccc(CNc2cc(N3CCCC3)ccc2[N+](=O)[O-])cc1	-11%	-3%	-17	25%	-8%	25%	15%	?	-7%[60.1 µM]
Cc1cc(O)ccc1NC(=O)CCN1C(=O)c2ccc([N+](=O)[O-])cc2C1=O	-1%	-1%	30	2%	8%	12%	8%	-7%	-5%
COc1ccc(-c2csc(NC(=O)c3ccc(OCC(=O)N4CCOCC4)c(OC)c3)n2)cc1OC	?	-9%	-18	24%	-16%	0%	1%	4%	-22%
CC(C)C[C@H](NC(=O)NC1CCCc2ccccc21)C(=O)O (stereo not given in full)	1%	9%	-10	6%	-4%	0%	-3%	-2%	-6%
CC(=O)N1CCc2c(sc(NC(=O)C3CCCN3S(=O)(=O)c3cccs3)c2C#N)C1 (stereo not given)	-8%	-2%	-11	.	.	-10%	4%	.	-14%
Cc1ccc(CN2CCSCC2)c(C)c1	-14%	-10%	-19	37%	23%	30%[activator]	19%	0%	5%
